Screening data deposited in PubChem BioAssay by several laboratories.
TWEAK Fn14 block = inhibitors of TWEAK-Fn14 interaction signaling | TWEAK-stimulated Fn14 reporter cells, luciferase luminescence, 8 h | inhibition, % at 10 µM | 2% of 360,000 active; in the data active = inhibition above about 50%
NR2F2 inh = blocks human COUP-TFII nuclear receptor; P24468; HEK293T NGFI-A luciferase reporter, luminescence; inhibition, % at 8.6 µM; 0.7% of 370,000 active; AID 686940;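 active = inhibition above a per-plate cutoff, mean inhibition of test wells between control levels plus 3 SD, cut at about 38% in these data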;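 note: cells cotransfected with COUP-TFII expression vector driving the NGFI-A reporter; 0% = median of COUP-TF2 test wells and 100% = reporter-only cells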
LRH-1 inv ag = NR5A2 inverse agonism in reporter assay; AID 602396; 0.13% of 360,000 active; inhibition, % at 3.6 µM; HEK293T StAR-luciferase reporter, LRH-1 transfected, 24 h; O00482;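 active = inhibition above the mean inhibition of all tested compounds plus 3 SD, cut at about 73% in these data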;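 note: 0% = DMSO wells and 100% = reporter-only cells lacking LRH-1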
Exocytosis inh = blocks lytic granule exocytosis; inhibition, % at 10 µM; TALL-104 LAMP-1 surface exposure, flow cytometry; cells stimulated with thapsigargin and PMA; 0.66% of 360,000 active; AID 651702;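 active = inhibition above about 55%, limit read from the data; inconclusive = no clear call, values can overlap the other calls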
ABHD5-PLIN5 inh = ABHD5-PLIN5 protein interaction inhibition; Split G. princeps luciferase complementation, luminescence, 4 h; inhibition, % at 4 µM; 0.78% of 360,000 active; Q00G26+Q8WTS1;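 active = inhibition above the mean inhibition across every tested compound plus 3 SD, cut at about 22% in these data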;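 note: 0% = DMSO only wells and the 100% control is not disclosed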
NCOA1 inh = inhibits human SRC1 coactivator; inhibition, % at 3.6 µM; HEK293 GAL4-SRC1 luciferase reporter, luminescence; 0.12% of 360,000 active;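 active = inhibition above the campaign mean plus 3 SD, with each screening campaign given its own cutoff, cut at about 60% in these data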;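 note: 0% = DMSO treated cells and 100% = gossypol at 36 µM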
TROY signal inh = TROY signaling inhibition | Q293 LMP1-TROYcd NF-kB luciferase reporter, 4 h | inhibition, % at 10 µM | 0.98% of 360,000 active | AID 1347056;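 active = compounds whose plate-normalised and pattern-corrected inhibition of the luciferase reporter signal at the single screening dose is 50% or more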
SRC3 inh = human NCOA3 inhibition. HEK293 GAL4-SRC3 luciferase reporter, luminescence. AID 588352. Q9Y6Q9. 0.17% of 360,000 active. inhibition, % at 3.6 µM;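 active = inhibition above a per-campaign cutoff, the mean of all compounds plus 3 SD, cut at about 60% in these data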;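 note: 0% = DMSO-treated cells and 100% = gossypol-treated cells at 36 µM; higher means less SRC3-driven luciferase light from the GAL4 reporter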
Target sequence (Q9Y6Q9 whole entry, looked up, the tested form may be a part): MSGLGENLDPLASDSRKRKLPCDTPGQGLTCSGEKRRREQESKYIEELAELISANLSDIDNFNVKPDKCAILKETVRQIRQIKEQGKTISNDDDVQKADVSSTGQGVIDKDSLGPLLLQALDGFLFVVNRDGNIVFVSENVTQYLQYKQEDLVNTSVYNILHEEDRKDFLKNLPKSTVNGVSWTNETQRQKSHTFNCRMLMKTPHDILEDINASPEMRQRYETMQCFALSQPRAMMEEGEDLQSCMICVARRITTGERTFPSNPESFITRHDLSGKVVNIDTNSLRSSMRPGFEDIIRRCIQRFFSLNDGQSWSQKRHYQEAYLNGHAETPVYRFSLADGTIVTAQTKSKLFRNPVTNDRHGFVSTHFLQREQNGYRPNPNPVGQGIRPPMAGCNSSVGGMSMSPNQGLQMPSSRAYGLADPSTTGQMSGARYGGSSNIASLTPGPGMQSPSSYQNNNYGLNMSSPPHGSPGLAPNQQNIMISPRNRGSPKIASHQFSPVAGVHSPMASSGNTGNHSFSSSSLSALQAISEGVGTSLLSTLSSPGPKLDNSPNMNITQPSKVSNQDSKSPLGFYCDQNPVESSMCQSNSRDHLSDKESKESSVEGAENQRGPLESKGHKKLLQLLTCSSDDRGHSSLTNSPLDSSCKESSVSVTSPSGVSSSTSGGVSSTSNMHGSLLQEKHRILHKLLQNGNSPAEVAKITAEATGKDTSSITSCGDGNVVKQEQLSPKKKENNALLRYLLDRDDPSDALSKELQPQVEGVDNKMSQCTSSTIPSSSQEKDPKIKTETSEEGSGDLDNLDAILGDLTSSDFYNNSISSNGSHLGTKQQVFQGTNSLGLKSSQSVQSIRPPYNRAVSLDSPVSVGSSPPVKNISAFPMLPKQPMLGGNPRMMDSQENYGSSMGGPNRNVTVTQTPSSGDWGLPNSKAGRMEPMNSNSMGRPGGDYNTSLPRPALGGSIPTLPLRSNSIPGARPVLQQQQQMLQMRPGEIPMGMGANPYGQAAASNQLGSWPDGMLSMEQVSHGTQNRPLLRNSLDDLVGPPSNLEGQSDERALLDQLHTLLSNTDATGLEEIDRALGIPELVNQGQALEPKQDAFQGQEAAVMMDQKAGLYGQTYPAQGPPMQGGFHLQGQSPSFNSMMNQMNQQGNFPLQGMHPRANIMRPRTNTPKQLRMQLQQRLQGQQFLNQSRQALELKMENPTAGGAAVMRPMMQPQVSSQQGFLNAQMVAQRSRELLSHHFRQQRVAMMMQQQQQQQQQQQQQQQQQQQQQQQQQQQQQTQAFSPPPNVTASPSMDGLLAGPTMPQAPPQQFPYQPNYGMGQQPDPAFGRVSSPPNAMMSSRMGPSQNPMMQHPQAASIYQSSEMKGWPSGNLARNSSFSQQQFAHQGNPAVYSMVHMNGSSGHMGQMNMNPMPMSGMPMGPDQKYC
NOD2-RIPK2 inh = blocks binding of human NOD2 to RIPK2; O43353; 0.38% of 360,000 active; inhibition, % at 4.98 µM; CHO BLA complementation NOD2-RIPK2, CCF4 ratio; in the data active = inhibition above about 21%;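 note: 0% = vehicle only and 100% = reference blocker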
TLR9-MyD88 block = inhibitors of human TLR9-MyD88 binding; Q9NR96+Q99836; CHO BLA complementation TLR9-MyD88, CCF4 FRET ratio; inhibition, % at 4.98 µM; 0.21% of 340,000 active;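 active = inhibition above the mean over all tested compounds plus 3 SD, cut at about 21% in these data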;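 note: 0% = DMSO only wells and 100% = clavulanate BLA inhibitor control wells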
NCOA2 inhibitor = inhibits human steroid receptor coactivator 2. Q15596. HEK293 GAL4-SRC2 luciferase reporter, luminescence. inhibition, % at 9 µM. 0.17% of 370,000 active;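 active = inhibition above the mean inhibition of all tested compounds plus 3 SD, set per campaign, cut at about 52% in these data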;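 note: 0% = DMSO treated cells and 100% = cells given Gossypol at 36 µM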
Numbers without * were called inactive; ? = inconclusive; / = not tested or not shown. Not all compounds are listed; count on the stated rates, not on these rows.

SMILES | TWEAK Fn14 block | NR2F2 inh | LRH-1 inv ag | Exocytosis inh | ABHD5-PLIN5 inh | NCOA1 inh | TROY signal inh | SRC3 inh | NOD2-RIPK2 inh | TLR9-MyD88 block | NCOA2 inhibitor
Fc1ccccc1Nc1nc(N2CCOCC2)nc(N2CCOCC2)n1 | -10 | -8 | 7 | 2 | 1 | -1 | -5 | 3 | -2 | -3 | 1
CC1CC(C)CN(C(=O)c2ccc3nc[nH]c3c2)C1 (stereo not given) | -2 | -1 | -4 | 3 | 1 | 5 | -10 | 5 | -8 | 3 | 4
COc1cccc(NC(=O)CN2CCN(S(=O)(=O)c3ccc(C(C)C)cc3)CC2)c1 | -16 | 4 | -12 | 0 | -2 | -16 | 12 | 11 | 1 | -5 | -3
Cc1ccc(S(=O)(=O)NC(=O)C2(C)CCN2C(=O)c2ccccc2CCc2ccccc2)cc1 (stereo not given) | 3 | 2 | -25 | -2 | 0 | 0 | 13 | -30 | -7 | / | 10
CCOC(=O)C1CCN(C(=O)c2ccccc2)C(CC)C1=O (stereo not given) | 20 | 9 | 7 | -1 | 1 | -2 | 5 | -2 | -14 | -13 | -26
CCOC(=O)C1CCN(C(=O)c2ccc3c(c2)OCO3)CC1 | 0 | 10 | 7 | 0 | -5 | -8 | 19 | -1 | -10 | -9 | 1
O=C(c1ccc(Br)c(S(=O)(=O)N2CCCCC2)c1)N1CCCCC1 | -11 | -8 | 12 | 8 | -6 | 7 | -1 | -11 | -2 | 1 | -6
Cc1nn(CC(=O)NCCc2ccco2)c(=O)c2nn(-c3ccccc3)c(C)c12 | -12 | -15 | -5 | 11 | 10 | 5 | -8 | -29 | -5 | -7 | -17
O=C(Nc1ccc2c(c1)CN(C(=O)Nc1ccc(F)cc1)CC2)c1ccccn1 | 10 | 15 | -55 | -20 | -2 | -33 | 11 | -39 | -1 | 4 | -57
O=C(NC(=S)Nc1ccc2oc(=O)ccc2c1)c1cccc(Cl)c1 | -12 | 9 | 7 | -3 | 3 | -2 | -11 | 10 | -2 | 5 | -4
O=C(O)c1ccc(-c2nnn(Cc3cccc(C(F)(F)F)c3)n2)cc1 | -9 | 21 | -9 | -11 | 1 | 5 | 6 | 1 | -8 | 0 | -5
CC(=O)C1CCC2C3CC(C)C4=CC(=O)CCC4(C)C3C(=O)CC12C (stereo not given) | 9 | 14 | 19 | 7 | 3 | 0 | -2 | -12 | -3 | 1 | -6
CC(=O)c1ccc(OCC(=O)NC2CCS(=O)(=O)C2)cc1 (stereo not given) | 4 | -13 | -13 | -1 | -2 | -2 | 1 | 11 | -2 | 0 | -7
O=C(Cn1ncc(N2CCCC2)c(Cl)c1=O)c1ccc(Cl)cc1 | -5 | -34 | -76 | 0 | 13 | -27 | -58 | -26 | 0 | -1 | -33
Cc1ccc2nc(N3CCN(Cc4nnnn4Cc4ccccc4)CC3)c(C#N)cc2c1 | -10 | 9 | 27 | 2 | -10 | -17 | 7 | -24 | 0 | 0 | -51
O=C(Nc1ccccn1)c1onc2c1CCCC2 | 89* | -1 | -54 | 1 | -1 | -50 | 59* | -44 | -5 | -1 | 10
Nc1c(N(CCC2=CCCCC2)C(=O)COc2ccc(F)cc2Cl)c(=O)[nH]c(=O)n1Cc1ccccc1 | 42 | -18 | -6 | 6 | 3 | 2 | 10 | -7 | -8 | 4 | -18
O=C(Oc1cccc(-n2cnnn2)c1)c1ccccc1Cl | 37 | 0 | -6 | -2 | 1 | -6 | 16 | 8 | 6 | 2 | -27
O=C(NCc1ccc(Cl)cc1)N1CCN(S(=O)(=O)c2ccccc2)CC1 | -2 | 17 | 9 | 35 | -5 | 8 | 2 | -4 | 1 | 0 | 6
Cc1cccc(C)c1NC(=O)CNC(=O)C12CC3CC(CC(O)(C3)C1)C2 | -2 | -3 | -1 | -4 | 1 | -3 | 11 | 25 | -18 | 6 | 17
O=C(NC(=S)N(Cc1ccccc1)Cc1ccccc1)C1CCCCC1 | 6 | -1 | -21 | 1 | 4 | -25 | -6 | -19 | -11 | -2 | -6
COc1cc2nc(Nc3ccc(C)c(C)c3)nc(N)c2cc1OC | -36 | 6 | 11 | ? | 10 | 0 | -43 | -4 | 3 | 3 | -26
COCC(C)N1CCC(n2nccc2NC(=O)CCCc2ccccc2)CC1 (stereo not given) | -2 | 0 | 2 | 0 | 2 | -9 | 19 | 19 | -3 | 7 | -10
O=C(COc1ccc(Cl)cc1)NCCSCc1cccc(Cl)c1 | 3 | -4 | 0 | -4 | -10 | -6 | 7 | -1 | 8 | -8 | -4
COc1cc2[nH]c(=S)nc(NCCC(C)C)c2cc1OC | 1 | -5 | 6 | 0 | -1 | 8 | -13 | 0 | 10 | -6 | 5
CC1Cc2ccccc2N1CC(=O)Nc1ccc(S(N)(=O)=O)cc1 (stereo not given) | -21 | 1 | 10 | 0 | 26* | -2 | 3 | 5 | 1 | -1 | 3
CC1=[N+]([O-])C(C)(C)C(c2ccc(Br)cc2)=[N+]1[O-] | 8 | 6 | 19 | 1 | 6 | 8 | -11 | 8 | -2 | -6 | -2
CC(=O)N1CCCN(Cc2cn(-c3cc(C)ccc3C)nc2-c2ccccc2)CC1 | 9 | 18 | 24 | -2 | -2 | 10 | 5 | 14 | 1 | -16 | 25
Cc1c(C(=O)OCC(=O)Nc2ccc(S(N)(=O)=O)cc2)oc2c1ccc1ccccc12 | -33 | -24 | 0 | -8 | -1 | -9 | -11 | -6 | -1 | 14 | -5
COc1ccc2cc(C(=O)NCCO)sc(=O)c2c1OC | -24 | -6 | 11 | -2 | 5 | -1 | 1 | -15 | -3 | 6 | -5
O=C1CCC(=O)N(c2ccccc2)N1 | 10 | 3 | -13 | 0 | -1 | -13 | 0 | 1 | -1 | -11 | -16
Cc1cc(C)n2[nH]c(=O)c(N=Nc3ccc(S(N)(=O)=O)cc3)c2n1 | 9 | 0 | 10 | 0 | -3 | 3 | 0 | 11 | -3 | 4 | -15
COc1cccc(-n2cc(CNCc3c(C(=O)N(C)C)nc4ccc(Cl)cn34)cn2)c1 | -22 | 2 | -10 | -2 | -6 | -15 | 13 | -34 | -5 | 4 | -14
COc1ccc2c(c1)c(C(=O)N/N=C/c1cccc(O)c1)c(C)n2C | -7 | 1 | 19 | 11 | 2 | -19 | -17 | 3 | -3 | -15 | -36
Cc1nc([N+](=O)[O-])c(SCC(O)CCl)n1Cc1ccc(Cl)cc1 (stereo not given) | 12 | 10 | 2 | -1 | 5 | -4 | 12 | 25 | 0 | 3 | -28
COC(=O)c1[nH]c2cc(C)ccc2c1NC(=O)CN1CCN(C(=O)c2ccco2)CC1 | 5 | -4 | 4 | 3 | 14 | 8 | 19 | 5 | 3 | -9 | 3
CC(=O)N(C)c1ccc(OCC(O)Cn2c3ccc(Cl)cc3c3cc(Cl)ccc32)cc1 (stereo not given) | 48 | -5 | 19 | 8 | 20 | 17 | 63* | -1 | 7 | 12 | 6
O=C(Nc1ccccc1N1CCCC1)c1ccc(Cl)c(S(=O)(=O)N2CCOCC2)c1 | -9 | 6 | 30 | -16 | -10 | -8 | -10 | 12 | -2 | -4 | -7
CC1=C(C(=O)Nc2ccccc2C(=O)NC2CCCCC2)SCCO1 | 4 | -8 | -15 | 0 | -7 | -6 | -3 | -11 | 0 | 3 | 0
CCn1c(N)nc2ccccc21 | -1 | -12 | -5 | -2 | -2 | -2 | -5 | 3 | 7 | -1 | -22
CCCCOc1ccc(CSc2nc(C)[nH]c2[N+](=O)[O-])cc1[N+](=O)[O-] | 6 | 11 | 11 | -2 | -2 | 4 | 22 | 6 | 3 | / | -19
Cc1ccc(CN2CC(C(=O)NCCC3=CCCCC3)CC2=O)cc1 (stereo not given) | 13 | 7 | 10 | -3 | 0 | -1 | -5 | -30 | -3 | 6 | -4
Cc1[nH]c2ccccc2c1C(=O)Cn1c(=O)oc2ccccc21 | -4 | / | 10 | 0 | 0 | 16 | -11 | 15 | -9 | -5 | /
CCCn1c(C)cs/c1=N\C(=S)Nc1ccccc1 | -3 | -4 | -18 | -2 | 6 | 4 | -34 | 18 | 3 | -3 | -4
O=C(c1cc(F)c(F)c(F)c1F)N1CCN(C(=O)C2CCCO2)CC1 (stereo not given) | 11 | -12 | -29 | 0 | 0 | -2 | -13 | 9 | -9 | 2 | -8
O=C(COC(=O)c1ccccc1)NC1CCCCCC1 | -2 | 6 | 18 | 0 | 6 | 9 | -40 | 11 | -5 | 0 | 22
CCN(CC)C(=O)Cn1c(C)c(/C=C/c2cc[n+](C)cc2)c2ccccc21 | -8 | 24 | 11 | 5 | 4 | 6 | 14 | -1 | 4 | 7 | 10
CC(Oc1cc(F)ccc1[N+](=O)[O-])C(=O)Nc1ccc(S(=O)(=O)N2CCCC2)cc1 (stereo not given) | -12 | -6 | 14 | -1 | 4 | 5 | -6 | 8 | 4 | -1 | -3
O=C(c1ccccc1)c1ccc(N2CCCC2)cc1 | -22 | -64 | -102 | 1 | 1 | -94 | -17 | -69 | -5 | -7 | -69
O=C(NC1CCN(S(=O)(=O)c2ccccc2F)CC1)c1ccco1 | 9 | -5 | 2 | -10 | -3 | -10 | -1 | -13 | 1 | 0 | 7
(more compounds)
SMILES | TWEAK Fn14 block | NR2F2 inh | LRH-1 inv ag | Exocytosis inh | ABHD5-PLIN5 inh | NCOA1 inh | TROY signal inh | SRC3 inh | NOD2-RIPK2 inh | TLR9-MyD88 block | NCOA2 inhibitor
CC(C)C(=O)NC(=S)Nc1ccccc1N1CCN(C(=O)c2ccc(Cl)cc2)CC1 | 22 | -7 | -4 | 0 | -2 | 10 | 16 | 7 | -3 | -6 | 21
Cc1ccc(S(=O)(=O)Cc2ccc(C(=O)N3CCC(C)CC3)cc2)cc1 | -20 | 3 | 0 | 2 | 4 | 2 | -2 | 16 | -12 | 3 | 1
N#Cc1ccc(C(=O)CN2CCN(c3ccccc3)CC2)cc1 | 21 | 28 | 8 | 3 | -5 | 3 | -17 | -4 | 4 | -3 | -32
COc1ccc(-c2cc(C(=O)N/N=C/c3sccc3C)c3ccccc3n2)c(OC)c1 | -32 | -18 | 16 | 4 | -2 | -69 | -2 | -79 | 3 | -6 | 5
CCOC(=O)C1C(=O)NCC2CCCC21 (stereo not given) | 4 | -10 | 12 | -1 | 1 | 0 | 12 | 21 | -9 | 2 | -22
CSc1nnc(CSCc2ccc(Cl)cc2Cl)n1-c1ccccc1 | -8 | 5 | -9 | -1 | -2 | 5 | -11 | 10 | 13 | 4 | 8
CCC(Oc1ccccc1)C(=O)Nc1ccc(C)c(S(=O)(=O)N2CCOCC2)c1 (stereo not given) | -4 | 15 | -3 | 2 | 0 | 1 | 13 | 10 | 4 | 2 | 15
COc1ccc(CNC(=O)Oc2ccccc2)cc1Cl | -24 | -3 | -4 | 0 | -4 | -8 | 4 | 9 | 3 | 3 | 2
Cc1ccc(-c2nc3sc(C#N)c(N)n3c(=O)c2C#N)cc1 | -13 | 14 | -26 | -2 | -2 | -22 | -17 | -27 | 5 | 10 | -71
